Screening results as filed in PubChem BioAssay.
CR mimetic SO – caloric restriction mimetics inhibiting age-related superoxide in yeast; S. cerevisiae aged cells, superoxide DHE fluorescence; stronger effect = lower value; superoxide response (% of plate mean), % at 10 µM; AID 2690; 0.18% of 330,000 active;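 active = superoxide response under a set limit, about three screen SD below normal, cut at about 65% in these data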;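 also: yeast aged for seven days with compound at 30 °C before DHE staining; 100% = average MFI of all compound-treated wells on the plate with controls excluded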
GRK2 inh – human GRK2 inhibition via aptamer displacement | bead flow cytometry, FAM-aptamer displacement from GRK2 | P25098 | inhibition of aptamer binding, % at 10 µM | 0.59% of 330,000 active;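 active = inhibition of aptamer binding above 40%, roughly 3 SD of noise, on plates passing a quality check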;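 also: median bead fluorescence of bound FAM aptamer so fluorescent compounds give negative values; no value below 0 was filed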
GLD-1 TGE inh – GLD-1-TGE RNA interaction inhibition (C. elegans); 0.44% of 320,000 active; inhibition, % at 5.96 µM; Q17339; purified GLD-1 + fluorescein TGE RNA, fluorescence polarization;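 active = percent inhibition above a per-plate cutoff, the plate mean of test compounds plus 3 SD, cut at about 30% in these data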;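 also: 0% = DMSO wells with GLD-1 and probe and 100% = wells lacking GLD-1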
VLA-4 inh – inhibition in a human VLA-4 binding assay; 0.2% of 330,000 active; inhibition, % (about 7 µM as worked out from the volumes in the protocol); VLA-4 expressing cells, ligand binding flow cytometry; AID 2557; in the data active = inhibition above about 50%
AGP1 TOR yeast – yeast TOR pathway AGP1-GFP modulation | S. cerevisiae AGP1-GFP multiplex flow cytometry, 3 h; GFP as percent of DMSO wells | GFP response vs DMSO, % at 10 µM | 0.02% of 320,000 active | AID 2066;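 active = GFP response relative to DMSO above a set limit, near screen average plus 3 SD, cut at about 150% in these data; inconclusive = fewer than 70 cells counted for the yeast strain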;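 also: median GFP channel fluorescence of the gated AGP1 strain per well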
MCL1-BIM inh – inhibitors of human MCL1 binding to BIM-BH3 peptide | GST-MCL1 / FITC-Bim-BH3 fluorescence polarization | inhibition, % at 10.9 µM | 0.68% of 320,000 active | Q07820 | AID 2057;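 active = inhibition above the mean inhibition of all tested compounds plus 3 SD, set per campaign, cut at about 40% in these data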;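 also: 0% = DMSO wells and 100% = unlabeled Bim-BH3 peptide control; higher means more loss of mP so more displacement of Bim peptide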
Target sequence (Q07820 whole entry, looked up): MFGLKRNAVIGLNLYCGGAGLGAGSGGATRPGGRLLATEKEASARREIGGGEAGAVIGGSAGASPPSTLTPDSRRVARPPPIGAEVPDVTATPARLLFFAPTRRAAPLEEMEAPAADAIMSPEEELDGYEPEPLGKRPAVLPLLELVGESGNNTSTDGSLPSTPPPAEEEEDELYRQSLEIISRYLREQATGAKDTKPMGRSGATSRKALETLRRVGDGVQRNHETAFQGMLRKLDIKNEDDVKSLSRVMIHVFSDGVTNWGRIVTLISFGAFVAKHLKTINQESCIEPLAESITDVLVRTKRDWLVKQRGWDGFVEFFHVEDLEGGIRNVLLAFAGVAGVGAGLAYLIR
CIT2-GFP yeast – alters CIT2-GFP fluorescence in TOR pathway yeast screen. S. cerevisiae CIT2-GFP strain, flow cytometry, 3 h; 100 means same as DMSO wells. GFP response vs DMSO, % at 10 µM. 0.065% of 320,000 active;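 active = GFP response relative to DMSO above a set limit, near the screen mean plus 3 SD, cut at about 150% in these data; inconclusive = Fewer than 70 cells measured for a yeast strain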;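 also: ratio of well median GFP fluorescence to mean of DMSO wells on the plate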
Bcl-xL primary – blocks human Bcl-xL binding to Bim BH3 peptide | GST-Bcl-xL / FITC-Bim BH3 peptide fluorescence polarization | 0.7% of 320,000 active | inhibition, % at 10.9 µM | Q07817 | AID 2129;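 active = inhibition above the mean of all tested compounds plus 3 SD, cutoff set per campaign, cut at about 30% in these data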;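 also: 0% = DMSO wells and 100% = unlabeled Bim-BH3 peptide competitor; inhibitors lower millipolarization by displacing the labeled peptide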
Target sequence (Q07817 whole entry, looked up): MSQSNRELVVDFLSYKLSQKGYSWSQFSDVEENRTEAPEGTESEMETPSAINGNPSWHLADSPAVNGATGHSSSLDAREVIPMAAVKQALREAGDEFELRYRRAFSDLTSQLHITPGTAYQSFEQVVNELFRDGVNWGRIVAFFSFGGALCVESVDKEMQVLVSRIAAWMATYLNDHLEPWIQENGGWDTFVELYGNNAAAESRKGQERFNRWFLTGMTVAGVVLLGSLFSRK
MEX-5 binding – C. elegans MEX-5 TCR-2 RNA binding activity. MEX-5/FITC-TCR2 RNA binding, fluorescence polarization; stronger effect = lower value. activity score (negative = inhibition of binding), % at 10 µM. 0.38% of 300,000 active;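 active = inhibition past about -25% in most replicates, and total fluorescence under double the plate's negative control median, limit read from the data; inconclusive = replicates evenly split on the limit, or fluorescence at least double controls; inactive = too little inhibition in most replicates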;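 also: 0% = DMSO and -100% = 5 µM competing unlabeled TCR2 RNA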
Target sequence (Q9XUB2 whole entry, looked up): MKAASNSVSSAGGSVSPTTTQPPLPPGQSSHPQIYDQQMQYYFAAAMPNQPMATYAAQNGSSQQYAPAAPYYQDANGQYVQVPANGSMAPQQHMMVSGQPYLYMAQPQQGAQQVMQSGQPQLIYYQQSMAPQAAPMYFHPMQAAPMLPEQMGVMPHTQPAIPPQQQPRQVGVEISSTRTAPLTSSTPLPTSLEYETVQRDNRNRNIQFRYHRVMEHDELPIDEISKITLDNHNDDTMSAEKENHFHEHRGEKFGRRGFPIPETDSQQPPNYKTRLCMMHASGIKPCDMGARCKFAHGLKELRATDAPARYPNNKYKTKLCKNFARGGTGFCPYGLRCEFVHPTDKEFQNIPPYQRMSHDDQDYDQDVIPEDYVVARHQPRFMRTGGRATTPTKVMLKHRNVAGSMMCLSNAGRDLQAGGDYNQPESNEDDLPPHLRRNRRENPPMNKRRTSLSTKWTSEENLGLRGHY
Numbers without * were called inactive; u = inconclusive; x = no result given; [ ] = dose if it differs, or a comment.

Short forms: A = CR mimetic SO; B = GRK2 inh; C = GLD-1 TGE inh; D = VLA-4 inh; E = AGP1 TOR yeast; F = MCL1-BIM inh; G = CIT2-GFP yeast; H = Bcl-xL primary; I = MEX-5 binding
1. CCCCOc1ccc(C2C(C(=O)c3ccc(C)o3)=C(O)C(=O)N2Cc2ccco2)cc1 (centres undefined)
  A = 95; B = 8; C = -1; D = 11; E = 104; F = 10; G = 82; H = 4; I = 0.1

2. c1ccc(-c2csc(-c3ccc(-c4csnn4)cc3)n2)cc1
  A = 106; B = 1; C = 3; D = 7; E = 99; F = 15; G = 88; H = 9; I = -1.1

3. CCOC(=O)c1cnc2c(C(F)(F)F)cccc2c1NCCCN1CCOCC1
  A = 105; B = 1; C = -4; D = 3; E = 96; F = 2; G = 94; H = 2; I = 1.9

4. N/C(Cc1nc(-c2ccc(F)cc2)cs1)=N\O
  A = 88; B = 2; C = -2; D = 10; E = x; F = 6; G = x; H = 3; I = 2.3

5. Cc1ccc2cccc(OCC(=O)NCc3ccco3)c2n1
  A = 98; B = 3; C = -2; D = -3; E = 103; F = 2; G = 96; H = 8; I = -0.9

6. COc1cc(C2/C(=C(\O)c3ccc4c(c3)CC(C)O4)C(=O)C(=O)N2CCCn2ccnc2)cc(OC)c1OC (centres undefined)
  A = 118; B = 0; C = -1; D = 5; E = 110; F = 2; G = 113; H = 0; I = -2.7

7. CCOC(=O)c1c(C)[nH]c(C(=O)/C(C#N)=C/c2ccc(OC)c(OC)c2)c1C
  A = 105; B = 4; C = -22; D = 17; E = 105; F = -41; G = 116; H = 8; I = -5.1

8. CC(C)(C)NC(=O)/C=C/c1cccc(C(F)(F)F)c1
  A = 97; B = 0; C = 3; D = 9; E = 92; F = 7; G = 91; H = 5; I = -1.5

9. CC1CN(C(=O)c2cccc(COc3ccc(Br)cc3)c2)CC(C)O1 (centres undefined)
  A = 105; B = 0; C = 5; D = -4; E = 98; F = 2; G = 104; H = 4; I = -0.7

10. Cn1c(SCc2ccccc2)nnc1-c1ccc2c(c1)OCO2
  A = 83; B = 1; C = 4; D = 6; E = 99; F = 5; G = 92; H = 4; I = -0.4

11. COc1ccc(/C(C)=N/NC(=O)CNC(=O)C2COc3ccccc3O2)c(OC)c1 (centres undefined)
  A = 95; B = 0; C = -2; D = -5; E = 98; F = 2; G = 96; H = 1; I = 0.3

12. O=C(NCCc1ccccc1)C1CCN(Cc2ccccc2F)CC1
  A = 77; B = 2; C = -2; D = 18; E = 92; F = 1; G = 93; H = 3; I = -1.6

13. CCSc1ncc(C)cc1[N+](=O)[O-]
  A = 101; B = 3; C = 5; D = 3; E = 94; F = 3; G = 104; H = 3; I = 0.8

14. CCOc1ccc2nc(SC(C)C(N)=O)[nH]c2c1 (centres undefined)
  A = 112; B = 3; C = -2; D = 7; E = 92; F = -4; G = 87; H = -2; I = -1.9

15. CCc1nc(SCc2cccnc2)c2c(=O)n(C)c(=O)n(C)c2n1
  A = 90; B = 0; C = 8; D = -11; E = 95; F = 26; G = 89; H = 7; I = 1.3

16. COc1cc(C2/C(=C(/O)c3ccc(OCC(C)C)cc3)C(=O)C(=O)N2CCN(C)C)ccc1O (centres undefined)
  A = 107; B = 2; C = 3; D = 3; E = 103; F = -3; G = 108; H = -2; I = -0.7

17. NC(=S)NC1CC2C=CC1C2 (centres undefined)
  A = 109; B = 5; C = 1; D = 1; E = 104; F = 10; G = 101; H = 7; I = 0.2

18. CS(=O)(=O)N1CCc2nc(-c3ccccc3)sc2C1
  A = 92; B = 0; C = -1; D = -5; E = 97; F = 8; G = 103; H = 6; I = 1.8

19. CCn1c2ccc(C)cc2c2nnc(SCCN3CCCCC3)nc21
  A = 103; B = 0; C = -1; D = 18; E = 108; F = 6; G = 102; H = 7; I = 0.4

20. Cc1ccc2c(c1)N(Cc1cccc(Cl)c1)C(=O)c1cccnc1O2
  A = 91; B = 3; C = 4; D = 9; E = 90; F = 16; G = 89; H = 8; I = -0.8

21. COC(=O)c1ccc(C2c3c(oc4ccc(F)cc4c3=O)C(=O)N2CCO)cc1 (centres undefined)
  A = 89; B = 0; C = -3; D = 8; E = 83; F = -7; G = 80; H = 0; I = 0.3

22. O=C(Nc1ccc(N2CCCCC2)c(Cl)c1)c1cccnc1
  A = 97; B = 18; C = 2; D = -59; E = 92; F = 6; G = 100; H = 0; I = 2.7

23. CCN(CC)S(=O)(=O)c1ccc(Cl)c(NC(=O)c2ccccc2C)c1
  A = 98; B = 0; C = -4; D = 4; E = 108; F = 1; G = 103; H = 0; I = x

24. CCNc1ccc2c(Cl)cc(=O)oc2c1
  A = 95; B = 1; C = -2; D = 15; E = 11[may fluoresce violet]; F = -8; G = u; H = 0; I = -0.5

25. CC(=O)c1cccc(CN2CCc3ccc(NC(=O)C4CCCO4)cc3C2)c1 (centres undefined)
  A = 92; B = 0; C = 3; D = 6; E = 101; F = 4; G = 98; H = 6; I = 3.4

Shown with tabs: part of the list above.
No.	Structure	CR mimetic SO	GRK2 inh	GLD-1 TGE inh	VLA-4 inh	AGP1 TOR yeast	MCL1-BIM inh	CIT2-GFP yeast	Bcl-xL primary	MEX-5 binding
5	Cc1ccc2cccc(OCC(=O)NCc3ccco3)c2n1	98	3	-2	-3	103	2	96	8	-0.9
18	CS(=O)(=O)N1CCc2nc(-c3ccccc3)sc2C1	92	0	-1	-5	97	8	103	6	1.8
7	CCOC(=O)c1c(C)[nH]c(C(=O)/C(C#N)=C/c2ccc(OC)c(OC)c2)c1C	105	4	-22	17	105	-41	116	8	-5.1
23	CCN(CC)S(=O)(=O)c1ccc(Cl)c(NC(=O)c2ccccc2C)c1	98	0	-4	4	108	1	103	0	x

Other entries
Short forms: A = CR mimetic SO; B = GRK2 inh; C = GLD-1 TGE inh; D = VLA-4 inh; E = AGP1 TOR yeast; F = MCL1-BIM inh; G = CIT2-GFP yeast; H = Bcl-xL primary; I = MEX-5 binding
26. O=C(COC(=O)c1cc[n+]([O-])cc1)Nc1cc([N+](=O)[O-])ccc1Cl
  A = 109; B = 1; C = -2; D = -6; E = 99; F = 0; G = 99; H = -1; I = -0.3

27. CC(C)c1onc(C(=O)NCc2ccc(F)cc2)c1[N+](=O)[O-]
  A = 100; B = 1; C = 3; D = 13; E = 104; F = 6; G = 104; H = 5; I = 3.7

28. COc1ccc(F)c(CN2CCC(n3nccc3NC(=O)CCCc3ccccc3)CC2)c1
  A = 99; B = 0; C = 3; D = 2; E = 98; F = 2; G = 103; H = -1; I = -3.3

29. CCn1nc(C)c(/C=N/NC(=S)Nc2ccc(Cl)cc2Cl)c1C
  A = 100; B = 2; C = 1; D = 10; E = 94; F = 7; G = 95; H = -1; I = 1.8

30. CCn1ccc(C(=O)NC2CCCC2)n1
  A = 103; B = 6; C = 1; D = 5; E = 103; F = 3; G = 101; H = 7; I = 3.4

31. N#C/C(=C\c1c(N2CCN(c3ccccc3)CC2)nc2ccccn2c1=O)S(=O)(=O)c1ccccc1
  A = 108; B = 4; C = 3; D = 5; E = 99; F = 4; G = 102; H = 7; I = -2.3

32. CCOCCn1[nH]c2ccccc2c1=O
  A = 89; B = 1; C = -1; D = -12; E = 93; F = 10; G = 123; H = 8; I = x

33. CCOC(=O)c1c(C)[nH]c(C(=O)CSc2nnc(-c3cccs3)n2Cc2ccccc2)c1C
  A = 104; B = 0; C = -1; D = -10; E = x; F = -9; G = 92; H = -10; I = -0.6

34. COc1ccc2[nH]c(=O)c(CN(C(=O)c3cccnc3)c3ccc(C)cc3)cc2c1
  A = 96; B = 2; C = -4; D = 0; E = 101; F = 3; G = 105; H = 6; I = 0.5

35. COC(=O)CN(c1cccc(F)c1)S(C)(=O)=O
  A = 100; B = 3; C = -4; D = 2; E = 97; F = 2; G = 96; H = 1; I = 2.1

36. CN1C(C(=O)Nc2cccc(O)c2)=CC(c2ccco2)=NS1(=O)=O
  A = 105; B = 5; C = -3; D = -15; E = 106; F = 4; G = 111; H = 7; I = -2.0

37. CC(C)C(=O)NC(=S)Nc1ccccc1F
  A = 114; B = 2; C = 1; D = 6; E = 92; F = 0; G = 93; H = 0; I = 1.7

38. O=C(COC(=O)CCCC1=NS(=O)(=O)c2ccccc2N1)Nc1ccc(Br)cc1
  A = 76; B = 1; C = -2; D = -5; E = 102; F = 14; G = 99; H = 8; I = -1.8

39. Cc1cccc(NC(=O)CCN2C(=O)c3ccccc3S2(=O)=O)c1C
  A = 110; B = 0; C = -1; D = 16; E = 89; F = 0; G = 91; H = 4; I = -1.9

40. O=C(Cn1c(=O)c2c(ncn2C2CCCC2)n(Cc2ccccc2)c1=O)N1CCc2ccccc21
  A = 99; B = 1; C = -6; D = 4; E = 102; F = -8; G = 102; H = -4; I = 2.3

41. Cc1nc2ncccn2c1-c1csc(Nc2ccc(S(N)(=O)=O)cc2)n1
  A = 98; B = 0; C = 3; D = 17; E = 104; F = 2; G = 105; H = 6; I = -2.9

42. C/C(CCc1ccc2c(c1)OCO2)=N\NC(=O)c1ccc(C)cc1C
  A = 95; B = 7; C = 1; D = 2; E = 97; F = -1; G = 89; H = 1; I = 1.2

43. COc1ccc(-c2[nH]ncc2CN(C)C(C)c2ccon2)c(OC)c1 (centres undefined)
  A = 102; B = 0; C = -4; D = 5; E = 104; F = -1; G = 88; H = 6; I = 0.4

44. COc1cccc(N2CC(C(=O)NNC(=O)c3ccc(Cl)cc3)CC2=O)c1 (centres undefined)
  A = 105; B = 0; C = 7; D = 12; E = 93; F = 1; G = 91; H = -1; I = 0.5

45. COc1ccc(CNC(=S)Nc2ccccc2-c2ccccc2)cc1
  A = 90; B = 2; C = 5; D = 12; E = 77; F = 4; G = 82; H = 8; I = 2.6

46. COc1ccc(C(=O)N2CCN(C)C(C)C2)cc1OC1CCN(C(C)=O)CC1 (centres undefined)
  A = 96; B = 0; C = 4; D = 2; E = 100; F = 0; G = 98; H = 5; I = -0.3

47. CN1C(=O)C(CC(=O)N2CCN(C(c3ccccc3)c3ccccc3)CC2)N(C)C1=O (centres undefined)
  A = 105; B = 7; C = -1; D = -3; E = 101; F = 4; G = 101; H = 6; I = -1.2

48. Cc1cc(S(=O)(=O)NC2CCCC2)ccc1F
  A = 103; B = 1; C = 1; D = -16; E = x; F = 8; G = 102; H = 5; I = 2.9

Record cards (already shown).
N#C/C(=C\c1c(N2CCN(c3ccccc3)CC2)nc2ccccn2c1=O)S(=O)(=O)c1ccccc1 is listed as CR mimetic SO = 108; GRK2 inh = 4; GLD-1 TGE inh = 3; VLA-4 inh = 5; AGP1 TOR yeast = 99; MCL1-BIM inh = 4; CIT2-GFP yeast = 102; Bcl-xL primary = 7; MEX-5 binding = -2.3
O=C(NCCc1ccccc1)C1CCN(Cc2ccccc2F)CC1 is listed as CR mimetic SO = 77; GRK2 inh = 2; GLD-1 TGE inh = -2; VLA-4 inh = 18; AGP1 TOR yeast = 92; MCL1-BIM inh = 1; CIT2-GFP yeast = 93; Bcl-xL primary = 3; MEX-5 binding = -1.6
